# High-throughput results: PubChem BioAssay, Broad Institute
# KDM4C inh: inhibitors of human demethylase GASC-1 KDM4C | Q9H3R0 | GST-KDM4C 2-372, H3K9me3 peptide, LANCE TR-FRET | inhibition, % at 12.5 µM | 96,000 compounds, 0.15% hits;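 active means mean replicate inhibition above about 25%, with at least 55% of replicates also reaching it, limit read from the data, passing the limit was not always enough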
# Target sequence (Q9H3R0 2-372 limits assumed): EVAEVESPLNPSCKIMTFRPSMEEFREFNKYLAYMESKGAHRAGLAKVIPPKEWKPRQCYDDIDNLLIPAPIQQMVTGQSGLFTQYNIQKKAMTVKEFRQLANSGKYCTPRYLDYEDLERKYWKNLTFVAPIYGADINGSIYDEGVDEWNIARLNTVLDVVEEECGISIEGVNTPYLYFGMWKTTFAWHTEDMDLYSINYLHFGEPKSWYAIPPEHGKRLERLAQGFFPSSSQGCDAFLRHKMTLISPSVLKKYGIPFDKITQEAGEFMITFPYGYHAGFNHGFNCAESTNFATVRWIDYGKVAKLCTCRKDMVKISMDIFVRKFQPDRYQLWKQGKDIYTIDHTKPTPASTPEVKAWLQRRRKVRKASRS
#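 System – N-terminal GST-fused human GASC-1 (KDM4C) fragment, residues 2-372 · Input – enzyme final amount 10 nM · Technique – LANCE TR-FRET, Eu antibody, ULight-streptavidin, EDTA, ex 340 nm, em 618/671 nm · Medium – HEPES buffer, pH 7.5, plus ascorbate · Incubation – enzyme reaction 30 min, then detection 60 min, both room temperature · Reagent – H3K9me3 peptide with Fe(II)/2OG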
# Pf Dd2 inh: P. falciparum Dd2 growth inhibition; SYBR Green, 72 h; hits give low values; activity change, % at 10 µM; 94,000 compounds, 2.3% hits; in the data active means activity change below about -80%
# T cruzi growth: blocks T. cruzi growth in NIH3T3 culture | T. cruzi beta-gal in NIH3T3, GalScreen luminescence, 90 h | inhibition, % at 8.34 µM | 77,000 compounds, 5.9% hits | AID 624255;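 active means mean inhibition above about 93%, with at least 55% of replicates each passing it, limit read from the data, passing the limit was not always enough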
# C diff growth: blocks growth of Clostridium difficile; Clostridium difficile clinical isolate growth, OD600, 24 h; hits give low values; 86,000 compounds, 0.25% hits; AID 1259249; growth activity, negative = inhibition, % at 16 µg/mL (by protocol);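 active means mean growth activity at or below -80% and every replicate also at or below -80%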;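 further: 0% = DMSO wells and -100% = levofloxacin 16 µg/mL wells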
# * marks the source's active call; other numbers are inactive results; · = not tested or not shown; & = joins results of further samples.
[1] CCN1[C@H](C(=O)N(C)C)[C@@H](CO)[C@@H]2Cn3c(ccc(-c4cccc(C(=O)N(C)C)c4)c3=O)[C@@H]21
[2] CN(C)C(=O)[C@@H]1[C@@H](CO)[C@@H]2Cn3c(ccc(C4=CCCCC4)c3=O)[C@H]1N2Cc1ccccc1F
[3] COc1ccccc1C(=O)N1C[C@H]2[C@@H](c3ccccc31)[C@H](CO)N2C(=O)C1CCOCC1
[4] CO[C@H]1CN(C)C(=O)c2ccc(NS(C)(=O)=O)cc2OC[C@@H](C)NC[C@H]1C
[5] C[C@@H]1CCCCO[C@H](CN(C)C(=O)Nc2ccccc2)[C@@H](C)CN([C@@H](C)CO)C(=O)c2cc(NS(=O)(=O)c3ccc(Cl)cc3)ccc2O1
[6] O=C(CCN1CCCCC1)N[C@H]1CC[C@@H](CC(=O)N2CCC(Cc3ccccc3)CC2)O[C@H]1CO
Compound	1	2	3	4	5	6
KDM4C inh	-0.2	3.9	-1.1	-0.3	-0.1	-0.2
Pf Dd2 inh	·	3	2	7	-89*	-13
T cruzi growth	100*	15	32	-18	54	10
C diff growth	-3	-2	6	-1	4	·

[7] C[C@@H]1CCCCO[C@@H](CN(C)C(=O)Nc2ccccc2)[C@H](C)CN([C@@H](C)CO)C(=O)c2cc(NS(=O)(=O)c3ccc(F)cc3)ccc2O1
[8] O=C(Nc1ccc(Cl)cc1)N[C@@H]1CC[C@@H](CCn2cc(Cc3ccccc3)nn2)O[C@@H]1CO
[9] C[C@@H]1CN([C@@H](C)CO)C(=O)c2cc(NC(=O)Nc3ccc(F)cc3)ccc2O[C@H]1CN(C)C
[10] C[C@@H]1CN([C@H](C)CO)C(=O)Cc2cc(NS(=O)(=O)c3ccc(Cl)cc3)ccc2O[C@H]1CN(C)S(=O)(=O)c1cn(C)cn1
[11] C[C@H](CO)N1C[C@H](C)[C@H](CN(C)C(=O)C2CC2)Oc2cc(-c3cncnc3)ccc2S1(=O)=O
[12] COc1ccc2c3c(n(C)c2c1)[C@H](CO)N(C(=O)C1CCCC1)CC31CN(Cc2cccc(F)c2)C1
Compound	7	8	9	10	11	12
KDM4C inh	-2.0	0.6	1.6	0.0	1.3	0.8
Pf Dd2 inh	8	27	23	12	16	-59
T cruzi growth	30	-2	·	-4	-89	·
C diff growth	-1	3	3	-4	2	-25

[13] COCCN(C[C@H]1[C@@H](c2ccccc2)[C@H](CO)N1C(=O)C1CCC1)C(C)=O
[14] Cc1ccc(S(=O)(=O)Nc2ccc3c(c2)C(=O)N([C@H](C)CO)C[C@@H](C)[C@@H](CN(C)Cc2ccc(-c4ccccc4)cc2)O3)cc1
[15] O=C(NCC[C@H]1CC[C@H](NC(=O)C2CCC2)[C@@H](CO)O1)c1cnccn1
[16] N#C[C@@H]1[C@H](c2ccccc2-c2ccc(F)cc2)[C@@H](CO)N1C(=O)Cc1ccccc1
[17] C[C@@H]1CN([C@H](C)CO)C(=O)Cc2cc(NC(=O)C3CCCCC3)ccc2O[C@@H]1CN(C)S(=O)(=O)c1cccs1
[18] COc1ccccc1NC(=O)N1C[C@@H](O)COC[C@@H]2O[C@H](CC(=O)NCCc3ccncc3)CC[C@H]21
Compound	13	14	15	16	17	18
KDM4C inh	-0.3	-0.5	0.1	1.7	-0.2	-1.7
Pf Dd2 inh	-7	14	5	-11	27	·
T cruzi growth	24	-6	52	·	-7	55
C diff growth	6	11	·	79	-7	-6&-9

[19] COc1ccc(NC(=O)Nc2ccc3c(c2)C(=O)N([C@H](C)CO)C[C@H](C)[C@H](CN(C)S(=O)(=O)c2ccccc2)OCCCC[C@@H](C)O3)cc1
[20] O=C(N[C@@H]1CC[C@H](CCn2cc(-c3ccccc3F)nn2)O[C@@H]1CO)c1ccc2c(c1)OCO2
[21] O=C(C[C@@H]1CC[C@@H]2[C@H](COC[C@H](O)CN2Cc2cccc(Cl)c2)O1)NCc1cccc(F)c1
[22] CN(C)C(=O)C[C@H]1CC[C@H]2[C@@H](COC[C@H](O)CN2Cc2ccc(C(F)(F)F)cc2)O1
[23] Cc1ccccc1S(=O)(=O)NCC[C@@H]1CC[C@@H](NC(=O)C2CCOCC2)[C@@H](CO)O1
[24] O=C(CN1CCOCC1)NCC[C@H]1CC[C@@H](NC(=O)c2ccccc2F)[C@H](CO)O1
Compound	19	20	21	22	23	24
KDM4C inh	11	-0.9	-1.1	-2.1	-0.4	0.2
Pf Dd2 inh	-75	-59	-4	-40	3	28
T cruzi growth	-12	71	-6	-15	-2	-34
C diff growth	13	·	·	-13&-15	·	·

[25] CC(=O)N(C)C[C@@H]1Oc2ncc(-c3ccccc3F)cc2C(=O)N([C@H](C)CO)C[C@@H]1C
[26] O=C(C1CCCC1)N1CC(=O)N2[C@H](CO)[C@@H](c3ccc(C#CCc4ccccc4)cc3)[C@H]2C1
[27] CCC(=O)N[C@@H]1CC[C@H](CCNS(=O)(=O)c2ccc(Cl)cc2)O[C@@H]1CO
[28] CO[C@@H]1CN(C)C(=O)c2ccc(NC(=O)c3cccc(F)c3)cc2OC[C@@H](C)N(CC2CC2)C[C@H]1C
[29] Cc1noc(C)c1NC(=O)N(C)C[C@H]1Oc2c(NS(=O)(=O)c3ccc(Cl)cc3)cccc2C(=O)N([C@@H](C)CO)C[C@H]1C
[30] C[C@H](CO)N1C[C@H](C)[C@@H](CN(C)S(=O)(=O)c2ccc(Cl)cc2)Oc2ccc(NS(=O)(=O)c3cccs3)cc2CC1=O
Compound	25	26	27	28	29	30
KDM4C inh	0.3	0.8	-0.4	1.0	-1.1	-3.4
Pf Dd2 inh	28	-43	-4	-38	-7	-36
T cruzi growth	18	·	·	·	12	23
C diff growth	-4	20	2	-5	-3	4

[31] COCC(=O)Nc1ccc2c(c1)C(=O)N(C)C[C@H](OC)[C@H](C)CN(C(=O)c1ccccc1F)[C@H](C)CO2
[32] C[C@H]1CN([C@@H](C)CO)C(=O)Cc2cc(NC(=O)Cc3ccccc3)ccc2O[C@@H]1CN(C)S(=O)(=O)c1cn(C)cn1
[33] O=C(CN1CCOCC1)N[C@H]1CC[C@H](CCn2cc(C3CCCCC3)nn2)O[C@@H]1CO
[34] COc1ccc(NC(=O)Nc2ccc3c(c2)CC(=O)N([C@H](C)CO)C[C@H](C)[C@@H](CN(C)S(=O)(=O)c2ccc(F)cc2)O3)cc1
[35] CC(C)C#Cc1cnc2c(c1)C(=O)N([C@H](C)CO)C[C@@H](C)[C@H](CN(C)C(=O)c1cccc(F)c1)O2
[36] C[C@@H]1CN([C@@H](C)CO)C(=O)c2cc(NC(=O)C3CCCCC3)ccc2O[C@@H](C)CCCCO[C@H]1CN(C)S(C)(=O)=O
Compound	31	32	33	34	35	36
KDM4C inh	1.5	0.0	-1.4	9.5	-0.8	1.4
Pf Dd2 inh	-38	32	15	3	-67	-4
T cruzi growth	0	18	-39	-107	46	-23
C diff growth	·	8	0	-7	0	2

[37] C[C@H](CO)N1C[C@H](C)[C@@H](CN(C)C(=O)CN2CCOCC2)Oc2cc(/C=C/c3ccccc3)ccc2S1(=O)=O
[38] Cc1noc(C)c1NC(=O)N[C@@H]1CC[C@@H](CC(=O)NCc2ccc(Cl)c(Cl)c2)O[C@@H]1CO
[39] COc1ccccc1CNC(=O)C[C@H]1C[C@@H]2c3cc(NS(=O)(=O)c4ccc(F)cc4)ccc3O[C@@H]2[C@@H](CO)O1
[40] C[C@@H]1CN([C@H](C)CO)C(=O)c2cc(NS(=O)(=O)c3ccccc3)ccc2O[C@H]1CN(C)Cc1ccc2c(c1)OCO2
[41] CCc1cnc(N2[C@H](C#N)[C@@H](c3ccc(C#CC(C)C)cc3)[C@@H]2CO)s1
[42] COc1cc(CN2C[C@@H]3N[C@H](C2)C3c2ccc(-c3cncnc3)cc2)cc(OC)c1 (some centres not stated)
Compound	37	38	39	40	41	42
KDM4C inh	6.7	-0.4	-1.4	-0.2	-4.4	1.0&-0.1
Pf Dd2 inh	-19	15	-26	10	-47	-12&-8
T cruzi growth	15	-15	-7	-4	98*	·
C diff growth	-3	·	0	-7	22	-1&-8

[43] CCCNC(=O)N(C)C[C@@H]1Oc2ncc(C#CC3CC3)cc2C(=O)N([C@@H](C)CO)C[C@@H]1C
[44] Cc1noc(C)c1NC(=O)Nc1ccc2c(c1)C(=O)N([C@@H](C)CO)C[C@H](C)[C@@H](CN(C)S(=O)(=O)c1ccccc1)OCCCC[C@@H](C)O2
[45] C[C@@H]1CN([C@H](C)CO)S(=O)(=O)c2ccc(C#CC3(O)CCCC3)cc2O[C@@H]1CN(C)C
[46] CCC(=O)N1CC2(C1)[C@H](c1ccc(C3=CCCC3)cc1)[C@H](CO)N2C(=O)COC
[47] Cc1cc(C)cc(NC(=O)Nc2ccc3c(c2)C(=O)N(C)[C@H]2CC[C@@H](CC(=O)O)O[C@H]2CO3)c1
[48] CN(C)C(=O)C[C@H]1CC[C@H](NS(=O)(=O)c2ccccc2)[C@H](CO)O1
Compound	43	44	45	46	47	48
KDM4C inh	-0.1	1.3	1.1	1.2	1.4	-1.8
Pf Dd2 inh	23	-39	13	26	-8	23
T cruzi growth	78	-16	-16	·	12	-69
C diff growth	·	3	-1	-3	0	·

[49] C[C@H](CO)N1C[C@H](C)[C@H](CN(C)S(=O)(=O)c2cccs2)Oc2ccc(NS(=O)(=O)c3cn(C)cn3)cc2CC1=O
[50] COc1ccc(-c2ccc([C@H]3[C@H](CO)N4C(=O)CN(C(=O)C5CCCC5)C[C@@H]34)cc2)cc1
[51] Cc1ccc(S(=O)(=O)N(C)C[C@@H]2Oc3ccc(NC(=O)Nc4ccc5c(c4)OCO5)cc3C(=O)N([C@@H](C)CO)C[C@@H]2C)cc1
[52] C[C@H]1CN([C@@H](C)CO)C(=O)Cc2cc(NS(=O)(=O)c3cccs3)ccc2O[C@H]1CN(C)S(=O)(=O)c1cccs1
[53] C[C@H](CO)N1C[C@H](C)[C@@H](CN(C)C(=O)Nc2ccc(F)cc2)Oc2ccc(NS(=O)(=O)c3ccc(F)cc3)cc2CC1=O
[54] COc1ccc2c3c(n(C)c2c1)[C@@H](CO)N(CC1CCOCC1)CC31CCN(C(C)=O)CC1
Compound	49	50	51	52	53	54
KDM4C inh	-0.3	-1.3	10	0.7	0.7	-1.7
Pf Dd2 inh	15	-30	0	-15	21	-3
T cruzi growth	-12	·	13	-9	9	·
C diff growth	-6	0	5	·	-3	2

[55] N#C[C@H]1[C@@H](c2ccc(C#Cc3ccccc3F)cc2)[C@@H](CO)N1C(=O)C1CC1
[56] C[C@H]1CN([C@@H](C)CO)C(=O)c2cccc(NC(=O)Nc3ccccc3)c2O[C@H]1CN(C)S(C)(=O)=O
[57] COc1cccc(C#Cc2ccc3c(c2)O[C@H](CN(C)C)[C@H](C)CN([C@@H](C)CO)S3(=O)=O)c1
[58] C[C@H](CO)N1C[C@H](C)[C@H](CN(C)S(=O)(=O)c2cccs2)Oc2c(NS(=O)(=O)c3ccc(Cl)cc3)cccc2C1=O
[59] O=C(C[C@H]1C[C@H]2c3cc(NC(=O)C4CCOCC4)ccc3O[C@H]2[C@H](CO)O1)NCCN1CCCCC1
[60] C/C=C/c1cnc2c(c1)C(=O)N([C@@H](C)CO)C[C@@H](C)[C@@H](CN(C)Cc1ccc3c(c1)OCO3)O2
[61] C[C@@H]1CN([C@H](C)CO)C(=O)c2cccc(NC(=O)C3CCOCC3)c2O[C@H]1CN(C)CC1CCCCC1
[62] CCCNC(=O)N1[C@@H](C#N)[C@@H](c2ccc(-c3cccc(OC)c3)cc2)[C@@H]1CO
[63] C[C@@H]1CN([C@H](C)CO)C(=O)c2cc(NC(=O)Nc3ccc(C(F)(F)F)cc3)ccc2O[C@H]1CN(C)C(=O)Nc1cccc2ccccc12
Compound	55	56	57	58	59	60	61	62	63
KDM4C inh	-0.5	0.7	-1.1	0.3	-0.3	-1.1	-1.7	-4.1	3.0
Pf Dd2 inh	-65	5	-65	-7	7	-1	-40	-35	-95*
T cruzi growth	103*	39	23	64	-72	·	-10	98*	-3
C diff growth	7	2	-3	-2	-11	3	1	7	9

# Entries from the list above that contain a cyano group (four):
[16] N#C[C@@H]1[C@H](c2ccccc2-c2ccc(F)cc2)[C@@H](CO)N1C(=O)Cc1ccccc1
[41] CCc1cnc(N2[C@H](C#N)[C@@H](c3ccc(C#CC(C)C)cc3)[C@@H]2CO)s1
[55] N#C[C@H]1[C@@H](c2ccc(C#Cc3ccccc3F)cc2)[C@@H](CO)N1C(=O)C1CC1
[62] CCCNC(=O)N1[C@@H](C#N)[C@@H](c2ccc(-c3cccc(OC)c3)cc2)[C@@H]1CO
Compound	16	41	55	62
KDM4C inh	1.7	-4.4	-0.5	-4.1
Pf Dd2 inh	-11	-47	-65	-35
T cruzi growth	·	98*	103*	98*
C diff growth	79	22	7	7
